NPC1 prom act – qHTS Assay for NPC1 Promoter Activators; Huh7 NPC1 promoter luciferase reporter, 24 h; Potency, µM (doses to about 9.22 µM), without a hit: at the highest dose activation, actives largely listed as activators; 320,000 compounds, 2.4% hits; AID 485313, 2010;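 also: potency is read from the fitted curve at half-maximal effect; % of control where 0% means no effect; nearly all actives have a fitted effect of over 60% in size; reporter is driven by a mutant NPC1 promoter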
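Huh7 cells stably carrying NPC1 promoter–luciferase, plated in Opti-MEM with 10% FBS for 2 h, were exposed to compound in DMSO for 24 h at 37 °C; luciferase reagent was added for 10 min and luminescence read.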
ELG1 genotoxic – qHTS screen for small molecules that induce genotoxicity in human embryonic kidney (HEK293T) cells expressing luciferase-tagged ELG1. HEK293T ELG1-luciferase reporter, luminescence, 16 h. Potency, µM (series often up to 46 µM), for the others: at the top dose activity change, positive = activation, most hits filed as activators. 330,000 compounds, 1.3% hits. AID 504466, 2011; also: potency is read from the fitted curve at half-maximal effect; % of control where 0% means no effect; nearly all actives have a fitted effect of over 60% in size
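16 hr compound incubation (37 °C, 5% CO2) of HEK293T cells carrying luciferase-tagged ELG1; luciferase then measured by ONE-Glo luminescence after 30 min at RT.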
ELG1 DNA repair – qHTS screen for small molecules that inhibit ELG1-dependent DNA repair in human embryonic kidney (HEK293T) cells expressing luciferase-tagged ELG1; HEK293T ELG1-luciferase reporter, luminescence, 16 h; DNA damage induced by 5-fluorouridine; Potency, µM (titrated, usually from 46.1 µM), for inactives: at the highest dose activity change, negative = inhibition, hits mostly inhibitors; 330,000 compounds, 2.3% hits; AID 504467, 2011; also: potency is read from the fitted curve at half-maximal effect; % is scaled to controls: 0 for no effect and ±100 for the full control effect; nearly all actives have a fitted effect of over 55% in size
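Overnight (16 hr) co-exposure of 2,000 cells/well to 5-fluorouridine and compound at 37 °C preceded detection. Luciferase was quantified via ONE-Glo luminescence; loss of signal denotes inhibition.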
Tb PFK inh – qHTS Assay to Find Inhibitors of T. brucei phosphofructokinase. AID 485367, 2010. T. brucei PFK, ADP-Glo luminescence. 330,000 compounds, 0.17% hits. Potency, µM (series often up to 57.5 µM), without a hit: at the top dose activity, negative = inhibition, usual class: inhibitors;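 also: potency is read from the fitted curve at half-maximal effect; 0% = uninhibited 1x PFK enzyme wells and -100% = no-enzyme wells; nearly all actives have a fitted effect of over 60% in size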
Target sequence (O15648 whole entry, looked up): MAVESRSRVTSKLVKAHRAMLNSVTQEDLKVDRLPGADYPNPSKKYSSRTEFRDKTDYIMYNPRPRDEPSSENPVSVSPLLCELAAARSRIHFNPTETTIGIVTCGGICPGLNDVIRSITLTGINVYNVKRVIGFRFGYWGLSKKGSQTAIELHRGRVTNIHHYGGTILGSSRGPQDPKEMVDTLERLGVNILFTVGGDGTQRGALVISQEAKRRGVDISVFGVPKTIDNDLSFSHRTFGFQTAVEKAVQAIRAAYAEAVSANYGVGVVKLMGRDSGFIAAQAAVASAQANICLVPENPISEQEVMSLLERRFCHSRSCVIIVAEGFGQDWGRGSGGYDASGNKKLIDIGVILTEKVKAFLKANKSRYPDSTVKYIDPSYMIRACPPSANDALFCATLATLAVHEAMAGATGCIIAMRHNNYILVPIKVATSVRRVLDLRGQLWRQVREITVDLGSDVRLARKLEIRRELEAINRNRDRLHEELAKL
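In TEA buffer at pH 8.0 with 5 mM MgCl2, enzyme (1.25 nM) converted F6P (0.5 mM) and ATP (0.1 mM) for 45 min at room temperature. ADP product was read by luciferase luminescence.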
Rab9 promoter act – qHTS Assay for Rab9 Promoter Activators; Huh7 Rab9 promoter-luciferase reporter, luminescence, 24 h; Potency, µM (titrated, usually from 9.22 µM), for inactives: at the top dose activation, negative = inhibition, usual class: activators; 320,000 compounds, 2.8% hits; also: potency is read from the fitted curve at half-maximal effect; % of control where 0% means no effect; nearly all actives have a fitted effect of over 60% in size
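Luminescence from Amplite-detected luciferase (10 minutes, ambient) reports Rab9 promoter activation. Before that, stable Rab9-luciferase Huh7 cells (1500/well, reduced-serum OP-MEM I plus 10% FBS) were exposed to compound for 24 hours at 37C.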
BRCA1 expr up – qHTS Assay to Identify Small Molecule Activators of BRCA1 Expression; MCF7-BRCA1-FFLuc reporter, luminescence, 48 h; response scale: scaled: vehicle 0%, 10 µM genistein 100%; Potency, µM (doses to about 46.1 µM), without a hit: top-dose activation, usual class: activators; 380,000 compounds, 1.1% hits; also: potency is read from the fitted curve at half-maximal effect; nearly all actives have a fitted effect of over 80% in size; some results filed as inactive show a strong effect at the top dose
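Cells: MCF7-BRCA1-FFLuc, 2000/well. Exposure: 48 h, 37 °C, 5% CO2. Read: luminescence, 15 min post-substrate. Controls: genistein 10 microM (maximal activation), DMSO (neutral).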
p53 reactivator – qHTS assay for re-activators of p53 using a Luc reporter | AID 504706, 2011 | Potency, µM (top dose mostly 92.2 µM), for inactives: at the top dose activity change, positive = activation, usual class: activators | 320,000 compounds, 0.063% hits | H1299 p53-A138V BP100-luciferase reporter, luminescence, 24 h; also: potency is read from the fitted curve at half-maximal effect; % of control where 0% means no effect; nearly all actives have a fitted effect of over 45% in size
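H1299 (p53-null), stable ts p53-A138V + BP100-Luc; 1000 cells/well, Opti-MEM/10% FBS; cpd 4 pt, 1:5; 24 h, 37 deg C, 5% CO2; detection reagent 10 min RT; luminescence.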
Gal4-VP16 FLuc – VP16 counterscreen qHTS for inhibitors of ROR gamma transcriptional activity. 310,000 compounds, 3.5% hits. Drosophila S2 Gal4-VP16 UAS-luciferase, luminescence, 20 h. Potency, µM (top dose mostly 53.6 µM), inactives show top-dose activity, negative = inhibition, hits mostly inhibitors;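 also: Gal4-VP16 expression switched on by copper sulfate through the metallothionein promoter; potency is read from the fitted curve at half-maximal effect; % is scaled to controls: 0 for no effect and ±100 for the full control effect; nearly all actives have a fitted effect of over 50% in size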
TRPV1 agonist – HTS Assay for Compounds that Act as Agonists of the Vanilloid Receptor 1; 320,000 compounds, 0.19% hits; TRPV1-expressing cells, Fluo-8 calcium influx, agonist mode; AID 540275, 2011; activation, % at 8.33 µM; Transient receptor potential cation channel subfamily V member 1 (Homo sapiens), Q8NER1; in the data active = activation above about 80%; inconclusive = between about 30% and that limit; also: 0% is about no effect
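Fluo-8 calcium influx in TRPV1-expressing cells, kinetic read (ex 480/em 520 nm). Compound added and read 3 min for agonist activity, followed by capsaicin at EC20 final and 2 min further read for enhancement.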
FLuc counter – qHTS profiling assay for firefly luciferase inhibitor/activator using purifed enzyme and Km concentrations of substrates (counterscreen for miR-21 project); 360,000 compounds, 6.9% hits; Luciferin 4-monooxygenase (Photinus pyralis), P08659; purified FLuc, Km substrates, luminescence inhibition; Potency, µM (highest dose often 57.5 µM), for inactives: top-dose activity change, negative = inhibition, usual class: inhibitors;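 also: potency is read from the fitted curve at half-maximal effect; plate controls were vehicle for no effect and reference inhibitor for full effect; nearly all actives have a fitted effect of over 55% in size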
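Biochemical qHTS of compounds, final roughly 60 µM downward over six points, against 10 nM purified firefly luciferase using Km concentrations of substrates (10 uM D-luciferin, 10 uM ATP) in Tris acetate pH 7.5 buffer; luminescence output.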
RORg inh – qHTS for inhibitors of ROR gamma transcriptional activity. Nuclear receptor ROR-gamma (Mus musculus), P51450. AID 2551, 2010. Potency, µM (doses to about 53.6 µM), inactives show at the highest dose activity change, negative = inhibition, hits mostly inhibitors. 310,000 compounds, 5.4% hits. Drosophila S2 Gal4-RORgamma UAS-luciferase reporter, 20 h; also: potency is read from the fitted curve at half-maximal effect; % is scaled to controls: 0 for no effect and ±100 for the full control effect; nearly all actives have a fitted effect of over 60% in size
Target sequence (P51450 whole entry, looked up, the tested form may be a part): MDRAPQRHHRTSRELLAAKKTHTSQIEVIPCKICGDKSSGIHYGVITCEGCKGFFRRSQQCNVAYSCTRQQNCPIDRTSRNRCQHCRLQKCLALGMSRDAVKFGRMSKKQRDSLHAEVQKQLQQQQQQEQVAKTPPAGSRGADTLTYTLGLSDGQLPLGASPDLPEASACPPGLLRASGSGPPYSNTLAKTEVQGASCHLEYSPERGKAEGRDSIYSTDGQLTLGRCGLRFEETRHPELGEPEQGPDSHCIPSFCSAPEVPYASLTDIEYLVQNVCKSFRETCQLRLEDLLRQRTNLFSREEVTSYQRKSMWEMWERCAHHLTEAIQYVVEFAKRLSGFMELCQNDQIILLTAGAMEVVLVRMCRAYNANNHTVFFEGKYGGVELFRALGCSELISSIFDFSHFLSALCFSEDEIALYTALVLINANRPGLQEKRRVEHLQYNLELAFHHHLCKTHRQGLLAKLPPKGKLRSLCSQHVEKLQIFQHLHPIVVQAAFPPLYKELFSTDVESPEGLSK
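A Gal4/UAS one-hybrid system in insect cells: metallothionein-promoter Gal4–ROR gamma fusion plus Photinus luciferase reporter. Copper sulfate 700 uM final, 20 hr ambient incubation, luminescent detection after 10 min with reagent.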
* = called active by the depositor; ? = inconclusive; nt = not tested or not shown; [ ] = dose if it differs, or a comment. Unless noted, calls follow the shape of the dose curve; as a rule, active = well fitted curve in the direction sought with a large enough effect; inconclusive = small, poorly fitted or top-dose-only effect, or another doubt; inactive = no such curve, though single readings can be large; an effect the other way counts as inactive or inconclusive.

SMILES	NPC1 prom act	ELG1 genotoxic	ELG1 DNA repair	Tb PFK inh	Rab9 promoter act	BRCA1 expr up	p53 reactivator	Gal4-VP16 FLuc	TRPV1 agonist	FLuc counter	RORg inh
O=C(Nc1cccc(Cl)c1)NC1(C(=O)NCc2cccs2)CCCCC1	-1%	-1%	?	-5%	-4%	-1%	9%	-21%	1	0%	-33%
Cc1noc(C)c1C(=O)OCC(=O)Nc1ncc(C(F)(F)F)cc1Cl	nt	0%	1%	0%	nt	-8%	3%	nt	nt	nt	nt
Cc1ccc(OCC(=O)N/N=C2\CC(=O)CC(C)(C)C2)c(Br)c1	4%	-1%	0%	3%	2%	-18%	-6%	-10%	0	-2%	-1%
Cc1ccc(S(=O)(=O)Nc2c(C)n(C)n(-c3ccccc3)c2=O)cc1C(=O)OCC(=O)N1CCCC(C)C1 (configuration not stated)	-3%	3%	5%	-1%	-2%	0%	-2%	9%	-2	-14%	10%
COc1ccccc1-c1nnc(SCC(=O)NCc2c(C)c(Cl)cc(C(C)C)c2O)o1	-3%	-23%	?	-6%	6%	-68%	?	-8%	-1	1%	-37%
CCCCCCCNC(=O)C1(CC2CC(c3ccc(Cl)cc3)=NO2)CCN(C(=O)C2(C)CC2)CC1 (configuration not stated)	1%	-13%	?	3%	0%	-28%	nt	6%	1	2%	41%
O=C(CSc1nc2ccc(NC(=O)c3ccccc3C(=O)O)cc2s1)Nc1c(Cl)cccc1Cl	-2%	-2%	?	-1%	0%	-7%	5%	-6%	0	?	12%
CCOc1ccc(/C=C/C(=O)c2c(O)cc(C)oc2=O)cc1	?	16%	?	1%	?	61%	nt	?	2	6.7µM*	?
C[C@]12C=CC(=O)C=C1CC[C@@H]1C2[C@@H](O)C[C@@]2(C)C1CC[C@]2(O)C(=O)COC(=O)CCC(=O)O (some centres not stated)	-3%	12%	10%	5%	-5%	-16%	4%	4%	-1	-1%	-12%
O=C(Cn1cccc1)Nc1ccc(OC(F)(F)F)cc1	7%	1%	?	-1%	-1%	10%	14%	2%	?	-11%	?
Cc1ccccc1C(=O)NNC(=O)c1cccn1C	21%	?	?	0%	16%	92%	25%	nt	2	-15%	nt
COC(=O)C1=C(C)N(C)C(C)=C(C(=O)OC)C1c1ccncc1	-3%	?	?	0%	1%	-17%	-9%	10%	2	5%[2.3 µM]	-26%
Cn1c(=O)n(C)c2cc(NC(=O)c3cccc([N+](=O)[O-])c3)c(Br)cc21	5%	6%	?	-2%	6%	-71%[inhibitor]	8%	-10%	-1	-2%	-11%
COc1ccc(Cc2nnc(NC(=O)c3ccccc3F)s2)cc1	13%	6%	17%	-1%	8%	-15%	nt	24%	8	?	?
COc1ccc(N(CC(=O)Nc2ccc(F)c(F)c2)S(=O)(=O)c2c(C)[nH]c(=O)[nH]c2=O)cc1	-3%	0%	14%	-2%	1%	-15%	-3%	-4%	0	?	1%
C=CCn1c(SCC(=O)NC2CCCC2)nc2sc(C)cc2c1=O	-9%	-1%	0%	?	7%	4%	4%	nt	28	-3%	nt
N#CCc1ccccc1C(=O)OCC(=O)N(Cc1ccccc1)Cc1ccccc1	-1%	-2%	?	-1%	0%	-25%	-6%	nt	4	5%	nt
CC(=O)N1CCN(c2ccc(NC(=O)COc3ccc(Cl)cc3Cl)cc2)CC1	-1%	-11%	9.2µM*	-16%	-15%	-47%	11%	1%	8	-1%	8%
CC(=O)c1ccc(NS(=O)(=O)c2cccc(C(=O)Nc3ccccc3C(=O)O)c2)cc1	0%	-11%	-8%	19%	-1%	-9%	14%	-9%	2	-18%	11%
CN(C(=O)c1ccccc1)C1(C)CCS(=O)(=O)C1 (configuration not stated)	nt	nt	nt	nt	nt	-2%	nt	0%	-3	-2%	-5%
CC(=O)NNc1nc(-c2ccc(C)cc2)cs1	11%	11%	?	-6%	?	?	0%	27%	-4	?	-9%
O=S(=O)(c1ccc(F)cc1)N1CN(Cc2ccco2)c2nc3ccccc3nc21	4%	1%	0%	-3%	-2%[1.84 µM]	13%	6%	-7%	2	-4%	?
O=C(NCC1CCCO1)c1cc(C(=O)c2ccc(Cl)cc2Cl)c[nH]1 (configuration not stated)	-2%	-10%	-20%	-1%	12%	2%	4%	-22%	12	4%	?
S=c1nc(C2CC2)[nH]c2ccccc12	-1%	2%	-7%	-10%	2%	-2%	7%	5.6µM*	-3	0%	3.5µM*

Filtered by structure, the entries above containing fluorine
SMILES	NPC1 prom act	ELG1 genotoxic	ELG1 DNA repair	Tb PFK inh	Rab9 promoter act	BRCA1 expr up	p53 reactivator	Gal4-VP16 FLuc	TRPV1 agonist	FLuc counter	RORg inh
Cc1noc(C)c1C(=O)OCC(=O)Nc1ncc(C(F)(F)F)cc1Cl	nt	0%	1%	0%	nt	-8%	3%	nt	nt	nt	nt
O=C(Cn1cccc1)Nc1ccc(OC(F)(F)F)cc1	7%	1%	?	-1%	-1%	10%	14%	2%	?	-11%	?
COc1ccc(Cc2nnc(NC(=O)c3ccccc3F)s2)cc1	13%	6%	17%	-1%	8%	-15%	nt	24%	8	?	?
COc1ccc(N(CC(=O)Nc2ccc(F)c(F)c2)S(=O)(=O)c2c(C)[nH]c(=O)[nH]c2=O)cc1	-3%	0%	14%	-2%	1%	-15%	-3%	-4%	0	?	1%
O=S(=O)(c1ccc(F)cc1)N1CN(Cc2ccco2)c2nc3ccccc3nc21	4%	1%	0%	-3%	-2%[1.84 µM]	13%	6%	-7%	2	-4%	?

The list continues.
SMILES	NPC1 prom act	ELG1 genotoxic	ELG1 DNA repair	Tb PFK inh	Rab9 promoter act	BRCA1 expr up	p53 reactivator	Gal4-VP16 FLuc	TRPV1 agonist	FLuc counter	RORg inh
COc1cccc(OCCNS(=O)(=O)c2cccc([N+](=O)[O-])c2)c1	0%	-1%	14%	1%	-1%	2%	2%	7%	5	-1%	13%
CCCN(C(=O)C1=COCCO1)c1c(N)n(Cc2ccccc2)c(=O)[nH]c1=O	-1%	3%	-10%	-1%	-6%	36%	2%	nt	1	3%	nt
COc1ccccc1Nc1nc(-c2ccccc2)nc2ccccc12	-6%	-7%	-29%	3%	-5%	-46%	-4%	-7%	5	1%	-20%
CCC(C)c1ccccc1NC(=O)COC(=O)c1ccc2c(c1)S(=O)(=O)c1ccccc1C2=O (configuration not stated)	-3%	0%	16%	7%	1%	0%	4%	-4%	3	-1%	2%
CN(Cc1cnn(C)c1)Cc1nc(COc2ccccc2)no1	-1%	7%	?	-2%	2%	35%	2%	-4%	2	-5%	13%
Cc1nc(/N=C(\N)N(C)C)[nH]c(=O)c1C	1%	-2%	-1%	-2%	-4%	0%	2%	-5%	-4	-1%	-6%
O=C(Oc1ccc(NC2=C(Cl)C(=O)c3ccccc3C2=O)cc1)c1ccc([N+](=O)[O-])cc1	-21%	3%	?	0%	-35%[inhibitor]	-6%	19%	4%	1	-6%	?
CC(=O)Nc1ccccc1N(C)S(=O)(=O)c1ccc(C)cc1	-27%	-7%	?	1%	-13%	-80%	12%	?	-3	3%	45%
CCc1ccccc1NC(=O)CN1CCN(C(=O)CNC(=O)c2ccc(-c3ccccc3)cc2)CC1	-8%	-12%	?	4%	-1%	-24%	-1%	nt	?	?	nt
CC(C)c1ccc(N2C(=O)CC(NNC(=O)c3cccnc3)C2=O)cc1 (configuration not stated)	-9%	7%	15%	2%	-3%	-1%	-2%	?	-5	-3%	10%
Cc1ccc(NC(=O)/C(=C\c2ccco2)NC(=O)c2ccco2)cc1	1%	5%	12%	-6%	-9%	4%	1%	13%	0	-17%	0%
CC(CCOS(N)(=O)=O)c1ccccc1 (configuration not stated)	-6%	3%	-1%	-3%	-3%	4%	nt	-2%	3	2%	9%
Cc1cc(=O)oc2c(C)c(OCC(=O)N3CCN(c4ccccc4)CC3)ccc12	-2%	-5%	?	-2%	-1%	0%	-17%	3%	1	0%	-14%

Screening data as filed in PubChem.
